# High-throughput results from PubChem BioAssay.
# procasp7 counter: counter-screen for procaspase-3 activators: activators of human procaspase-7. P55210. recombinant procaspase-7, Ac-DEVD-pNA absorbance 405 nm; D23A/D198A/D206A triple mutant, cannot self-cleave; scale: DMSO 0, 5 µM enzyme 100. activation, % at 8.5 µM. 330,000 compounds, 0.093% hits. AID 463210;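 active means percent activation above the screen-wide mean plus 3 SD, cut at about 25% in these data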
# Target sequence (P55210 whole entry D23A/D198A/D206A): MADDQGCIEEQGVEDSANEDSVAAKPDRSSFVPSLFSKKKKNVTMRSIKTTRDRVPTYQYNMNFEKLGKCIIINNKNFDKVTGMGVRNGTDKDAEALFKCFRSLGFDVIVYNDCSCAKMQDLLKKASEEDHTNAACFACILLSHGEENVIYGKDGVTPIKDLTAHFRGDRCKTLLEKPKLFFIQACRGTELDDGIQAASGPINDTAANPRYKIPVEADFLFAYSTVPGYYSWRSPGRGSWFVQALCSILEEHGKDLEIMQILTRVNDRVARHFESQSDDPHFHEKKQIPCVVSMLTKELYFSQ
#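 System: Uncleavable procaspase-7 mutant enzyme; Amount: 2 µM procaspase-7 mutant as dispensed; Schedule: 1 h compound preincubation, 2 h substrate cleavage, 25 °C; Measured by: 405 nm absorbance of p-nitroaniline; Evaluation: percent activation from buffer-corrected 0–120 min absorbance change; Control set: low DMSO alone, high DMSO plus 5 µM PC-7.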
# GASC-1 inh: inhibitors of human GASC-1 (JMJD2C) demethylase; Q9H3R0; GST-JMJD2C(1-420) H3K9me3 demethylation, DELFIA europium; inhibition, % at 2.35 µM; 330,000 compounds, 0.069% hits; AID 2099;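 active means more than half of a compound's replicate wells show inhibition beyond 50%, single wells judged on their own value; inconclusive means some, but no more than half, of replicates pass 50% inhibition; inactive means no replicate passes 50% inhibition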;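 further: signal counts dimethyl H3K9 product captured on neutravidin plate; 0% = median of DMSO wells and 100% = 0.3 times that DMSO median; strong numbers were not always called active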
# Target sequence (Q9H3R0 1-420 limits assumed): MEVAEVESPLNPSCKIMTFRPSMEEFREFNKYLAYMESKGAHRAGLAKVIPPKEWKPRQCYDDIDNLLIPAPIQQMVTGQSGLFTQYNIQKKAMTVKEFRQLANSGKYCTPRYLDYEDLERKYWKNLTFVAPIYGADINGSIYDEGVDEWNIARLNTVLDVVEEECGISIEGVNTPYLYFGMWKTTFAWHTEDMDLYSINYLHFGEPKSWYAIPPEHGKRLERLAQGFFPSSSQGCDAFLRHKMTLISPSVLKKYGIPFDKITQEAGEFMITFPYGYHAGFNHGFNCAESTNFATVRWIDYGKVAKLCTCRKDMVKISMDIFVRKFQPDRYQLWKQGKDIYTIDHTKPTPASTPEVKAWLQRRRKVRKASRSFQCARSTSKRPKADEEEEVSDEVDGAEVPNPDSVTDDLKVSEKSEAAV
# TPT1 inh: C. albicans TPT1 enzyme inhibition | recombinant caTPT1, FP RNA substrate dephosphorylation | inhibition, % at 5 µM | 300,000 compounds, 0.81% hits;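 active means inhibition above the mean of all tested compounds plus 3 SD, set per screening campaign, cut at about 24% in these data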;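 further: plate controls were DMSO alone for no effect and ferristatin control at 100 nM for full effect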
# PP5 primary: PP5 (human) phosphatase inhibition; purified PP5c, OMFP substrate fluorescence; AID 1987; 320,000 compounds, 0.18% hits; P53041; inhibition, % at 6.7 µM;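 active means inhibition above the campaign's mean inhibition across all tested compounds plus 3 SD, cut at about 9.5% in these data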;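 further: 0% = DMSO only and 100% = 100 µM cantharidin control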
# PP1 counter: blocks human PP1-alpha phosphatase, a PP5 counter-screen | purified PP1alpha, OMFP fluorescence | inhibition, % at 6.7 µM | 320,000 compounds, 0.9% hits | AID 2235;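 active means inhibition above the mean inhibition of all tested compounds plus 3 SD, computed separately for each screening campaign, cut at about 15% in these data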
# Target sequence (P62136 whole entry, looked up): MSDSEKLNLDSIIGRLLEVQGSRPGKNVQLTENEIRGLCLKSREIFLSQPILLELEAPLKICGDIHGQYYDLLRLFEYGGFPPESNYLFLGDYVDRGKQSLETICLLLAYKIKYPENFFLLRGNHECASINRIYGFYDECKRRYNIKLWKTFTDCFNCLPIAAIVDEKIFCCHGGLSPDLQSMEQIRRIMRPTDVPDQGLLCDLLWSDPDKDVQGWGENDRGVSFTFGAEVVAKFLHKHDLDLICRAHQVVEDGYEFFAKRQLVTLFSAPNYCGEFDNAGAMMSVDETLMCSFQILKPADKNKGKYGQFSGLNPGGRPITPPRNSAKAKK
# HCV core dimer: blocks dimerization of HCV core protein. TR-FRET GST/Flag-core106 dimerization, 1536-well. inhibition, % at 5 µM. 300,000 compounds, 0.33% hits. AID 1899;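 active means inhibition above the mean of all tested compounds plus 3 SD, set per screening campaign, cut at about 45% in these data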
#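 Assay system: tagged HCV core106 pair (GST and Flag); medium: KF-containing HEPES buffer, pH 7.45, DTT, CHAPS, BSA; also added: Eu donor and XL665 acceptor anti-tag antibodies; dosing: 5 µM single dose; timing: compound-protein-antibody incubation 4 h at 22.5 °C; signal: TR-FRET 671 and 617 nm emission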
# Efflux pump mplx: blocks antifungal efflux pumps in multiplex yeast assay | S. cerevisiae Candida pump triplex, Nile Red efflux | inhibition, % at 10 µM | 330,000 compounds, 0.44% hits | AID 485275;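 active means plate passing quality check with inhibition over a set limit, or well fluorescence over plate mean plus 4 SD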;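 further: Nile Red retained in pooled yeast measured as flow cytometry median fluorescence; 0% = buffer negative control and 100% = Enniatin B positive control; higher means more Nile Red kept so more efflux inhibition; some compounds called inactive have numbers as strong as hits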
# procasp3 activ: activators of human procaspase-3; recombinant procaspase-3 D3A, Ac-DEVD-pNA absorbance 405 nm; activation, % at 8.5 µM; P42574; AID 463141; 330,000 compounds, 0.11% hits;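 active means activation above the mean of all tested compounds plus 3 SD, cut at about 21% in these data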;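 further: 0% = DMSO alone and 100% = DMSO wells spiked with extra 5 µM PC-3 D3A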
#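 Assay system – Procaspase-3 D3A mutant · Benchmarks – DMSO low control, extra-enzyme high control · Technique – 405 nm absorbance of p-nitroaniline, reads at 0 and 120 min · Doses – 8.5 µM nominal · Measure – % activation between DMSO and enzyme-spiked controls · Also added – Ac-DEVD-pNA chromogenic peptide substrate · Schedule – 1 h compound preincubation, 2 h substrate hydrolysis at 25 °C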
# CTSL1 counter: cathepsin L1 inhibition, PFM18AAP counter-screen | 300,000 compounds, 0.49% hits | recombinant F. hepatica cathepsin L1, Z-Leu-Arg-MCA fluorescence | inhibition, % at 5.96 µM | AID 1906;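 active means inhibition above the mean of all tested compounds plus 3 SD, set per screening campaign, cut at about 17% in these data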;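 further: 0% = plate median of test compound wells and 100% = 1 µM Z-Phe-Ala-diazomethylketone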
# The depositor's hits bear a star; ? = inconclusive; . = no result given.
SMILES,procasp7 counter,GASC-1 inh,TPT1 inh,PP5 primary,PP1 counter,HCV core dimer,Efflux pump mplx,procasp3 activ,CTSL1 counter
CCn1c(NC(C)=O)nc2ccccc21,-3,0,-4,-1.2,-6,0,-0.1,10,-5
O=C(CSc1nnc2c(n1)[nH]c1ccccc12)Nc1nncs1,-7,?,-2,0.3,-5,9,-0.1,12,5
Cc1ccc(S(=O)(=O)N2CCOCC2)cc1C(=O)Nc1ccc2c(c1)OCCO2,-3,-2,.,1.3,0,.,0.1,-6,.
CN1CCN(S(=O)(=O)c2cccc(C(=O)N(Cc3nnc(-c4ccccc4Cl)o3)C3CC3)c2)CC1,0,4,-1,-0.6,-1,0,1.9,-2,8
CCN(c1ccccc1)S(=O)(=O)c1ccc(Cl)c(C(=O)O)c1,-6,-8,1,0.3,-2,4,0.0,4,-1
CSc1ccc(CN(C)C(=O)c2cc(S(=O)(=O)NCc3ccccc3)ccc2C)cc1,3,6,1,0.1,-2,6,0.1,12,-3
Cc1ccccc1C(=O)OCC(=O)N(C)c1ccccc1,3,7,-4,0.1,-3,1,0.1,16,-1
CC(C)(C)NC(=O)c1cccc(NC(=O)c2ccc(NC(=O)c3ccco3)cc2)c1,-1,3,-2,4.2,-1,-5,0.0,3,3
CCOC(=O)CSC1=C(C#N)C(c2ccc(C)s2)CC(=O)N1 (stereo unspecified),-7,-3,1,2.5,0,-3,-0.1,0,3
Cc1cccn2cc(-c3cccc(S(=O)(=O)N4CC(C)OC(C)C4)c3)nc12 (stereo unspecified),3,-8,-4,1.1,-5,1,0.3,1,-3
CCOC(=O)C1=C(C)OC(N)=C(C#N)C1c1cccc(C)c1 (stereo unspecified),5,-2,1,-2.2,-12,1,0.0,2,-18
N#CCCN1CCN(S(=O)(=O)c2ccc3c(c2)CCC3)CC1,8,-12,.,1.5,2,.,0.1,9,.
C=C(C)C1CC=C(C)/C(=N/NC(=O)c2ccc(NC(=O)CC)cc2)C1 (stereo unspecified),8,6,-2,1.5,0,4,-0.1,0,-2
CCCNC(=S)Nc1ccc(Br)cc1,11,-14,2,0.6,1,5,-0.2,7,0
Cc1ccc(CNC(=O)Cn2cnc3c(NC(=O)OCc4ccccc4)ncnc32)o1,12,5,.,-0.6,-10,.,-0.1,2,.

# Another view of some results above.
mol	procasp7 counter	GASC-1 inh	TPT1 inh	PP5 primary	PP1 counter	HCV core dimer	Efflux pump mplx	procasp3 activ	CTSL1 counter
N#CCCN1CCN(S(=O)(=O)c2ccc3c(c2)CCC3)CC1	8	-12	.	1.5	2	.	0.1	9	.
C=C(C)C1CC=C(C)/C(=N/NC(=O)c2ccc(NC(=O)CC)cc2)C1 (stereo unspecified)	8	6	-2	1.5	0	4	-0.1	0	-2

# (cont.)
SMILES,procasp7 counter,GASC-1 inh,TPT1 inh,PP5 primary,PP1 counter,HCV core dimer,Efflux pump mplx,procasp3 activ,CTSL1 counter
COc1ccc(OCC(O)CNCCNc2nccc(C(F)(F)F)n2)cc1 (stereo unspecified),2,-9,0,-2.2,-1,2,-0.1,1,-2
COc1cc(C(=O)O)ccc1OCc1ccncc1,-3,-3,0,1.4,-2,0,0.0,-1,-3
CO/N=C(\N)c1nonc1N,-2,2,-1,-2.2,-5,3,0.0,-7,3
N=c1n(CCO)c2ccccc2n1CCOc1ccc(Cl)cc1Cl,0,5,-5,-0.5,0,-2,0.2,17,0
CCCC(C)C(=O)Nc1ccc(Cl)cn1 (stereo unspecified),2,19,-2,0.1,-3,-3,0.1,6,2
COc1ccc(Nc2cc(C)nc(N3CCOCC3)n2)cc1,11,-2,1,0.1,-4,-1,0.1,-8,2
O=C(CSc1nc2ccccc2c(=O)n1-c1ccccc1F)NC1CC1,-7,10,.,.,.,.,0.2,2,.
COc1ccc(C(=O)N2CCN(c3ccccc3)CC2)cc1S(=O)(=O)N1CCOCC1,-6,21,1,0.2,-1,6,-0.1,0,3
COc1ccc(C(=O)NCc2ccc(-c3nc4ccccc4s3)cc2)cc1,-4,-38,-2,0.2,20*,-19,0.0,-1,0
COc1ccc(NC(=O)c2cc(-c3ccccc3)nc3c2c(C)nn3-c2ccccc2)c(OC)c1,5,-17,1,0.3,-2,3,-0.2,0,0
Clc1cccc(OCCn2cncn2)c1Cl,-8,4,-6,1.8,-2,1,0.0,-11,-3
COCc1c(Br)c(C)nc(OCC(=O)N/N=C/c2ccco2)c1C#N,-8,1,-1,1.1,4,-1,-0.1,-5,3
N/C(=N\OC(=O)Cc1ccccc1[N+](=O)[O-])c1cccnc1,4,-2,-4,1.4,-2,-2,0.0,3,-2
CCOc1ccnc(OCC)c1Br,8,-2,-3,1.0,3,-7,0.0,7,-3
COc1cccc(CNC(=O)CCC2CCCN(C(=O)c3cscn3)C2)c1 (stereo unspecified),-3,5,3,0.2,-3,0,0.1,-2,0
CCc1nn2c(N(C)CCO)cc(C)nc2c1-c1ccc(F)cc1,8,7,-3,2.3,0,-3,-0.5,8,2
CC(=O)c1ccc(OC(=O)c2cccs2)cc1,4,-4,2,0.5,-3,0,0.8,-2,-2
COc1cccc(CNC(=O)CCS(=O)(=O)c2cccc3nonc23)c1,16,-3,-3,0.0,-4,-4,-0.2,1,-6
CN1CCN(C(=O)Nc2ccccc2CC[N+](=O)[O-])CC1,4,5,-4,1.5,6,5,-0.3,0,1
Cc1onc(-c2ccccc2)c1C(=O)N(Cc1ccccn1)Cc1ccccn1,5,-11,-1,2.4,4,-2,0.0,-3,2
COc1ccc(N=N/C(=C\O)C(=O)c2cccs2)cc1,-13,-10,0,4.7,-5,20,-0.1,-7,1
COc1ccccc1NCC(=O)NN=C1CCS(=O)(=O)c2ccc(F)cc21,4,-2,.,.,.,.,-0.2,-4,.
CCC1CCCCN1C(=O)COc1ccc2c(c1)OCO2 (stereo unspecified),-14,-2,-2,0.1,1,-8,0.0,4,0
OC(c1ccc(F)cc1)(C1CCCCC1)C(CN1CCOCC1)c1ccccc1 (stereo unspecified),15,-1,1,2.2,1,-5,-0.5,2,1
CCOC(=O)N/N=C/c1c[nH]c2ccccc12,10,-12,-2,-1.2,5,-3,0.1,5,-2
COc1cc([N+](=O)[O-])ccc1NC(=S)Nc1cc(C(=O)OC(C)C)cc(C(=O)OC(C)C)c1,-19,-1,0,0.6,0,9,-0.1,-4,-2
COc1ccc(C)cc1N(C(=O)COc1ccccc1)c1nc2ccccc2s1,3,-8,4,3.0,-2,2,0.0,-6,0
COc1ccc(N2CCN(S(=O)(=O)c3c[nH]c(=O)[nH]c3=O)CC2)cc1,-1,106,0,0.6,-2,0,-0.1,-4,5
COc1ccccc1OCC(=O)NCCNC(=O)COc1ccccc1OC,-6,7,0,0.5,-2,7,0.0,-6,2
O=C(CN1C(=O)COc2ccccc21)N1CCCc2ccccc21,-5,0,-2,0.7,-1,1,0.1,4,-1
CCCN(CC(=O)Nc1cc(C)on1)S(=O)(=O)c1cccc(C(F)(F)F)c1,7,-3,-3,2.3,-3,-3,-0.6,-2,7
O=C(NCc1nc2ccccc2[nH]1)C1=C[C@@H](C2CCCCC2)C[C@@H](OCc2ccc(CO)cc2)O1,0,-2,2,2.7,4,13,-0.1,0,-1
COc1ccc(NC(=O)NC(C)c2ccncc2)cc1OC (stereo unspecified),-9,4,-2,-2.4,-1,-9,-0.2,-7,-3
CCN1CCc2c(sc(NC(=O)c3ccc(S(=O)(=O)N(C)c4ccccc4)cc3)c2C(=O)NC)C1,-3,-7,133*,2.4,4,-7,-0.2,-3,-1
Cn1c(NC(=O)/C=C/c2ccccc2)cc(=O)n(C)c1=O,-4,-3,0,-2.9,-4,-5,0.2,-6,0
Cc1cc2c(c(=O)n1CCN(C)C)C(c1ccc(Cl)cc1)C(C#N)=C(N)O2 (stereo unspecified),9,56,-1,-1.4,-1,-3,-0.1,10,6
Cc1cc(NC(=O)CCC(=O)N(c2ccccc2)C(C(=O)NC2CCCC2)c2ccccc2F)no1 (stereo unspecified),-1,-2,0,1.0,0,1,-0.2,4,0
C=CCc1ccc(OCc2ccc(C(=O)O)o2)c(OC)c1,-10,-7,0,1.9,-1,5,-0.1,7,-3
CCN(CC)S(=O)(=O)c1ccc(Cl)c(C(=O)Nc2cc(C)nn2-c2ccccc2C(F)(F)F)c1,12,5,-1,0.5,-1,7,-0.1,4,0
Cc1ccc(S(=O)(=O)N2[C@@H](c3ccccc3F)C(C(=O)O)=CC[C@H]2c2ccc3c(c2)OCO3)cc1,2,1,-1,6.0,0,0,0.1,-4,1
CCOC(=O)c1c(-c2ccc(C)cc2)csc1NC(=O)C1CC=CCC1C(=O)O (stereo unspecified),-9,9,-5,1.6,0,18,0.0,-5,3
CN(Cc1ccc(C(F)(F)F)cc1)C(=O)c1ccc(Oc2ccccc2)cc1,-13,-11,-3,4.1,4,8,0.0,5,6
OC(COc1c(F)cc(Br)cc1F)CN1CCOCC1 (stereo unspecified),17,2,-2,3.1,-2,2,0.0,2,-6
CCOc1ccccc1NC(=O)CSc1nc2nc(-c3cccs3)cc(C(F)(F)F)c2c(=O)[nH]1,1,6,0,1.7,21*,26,0.0,-26,-3
CN(C1=NC(=O)C(CC(=O)Nc2ccc(Br)cc2)S1)c1ccc(O)cc1 (stereo unspecified),-2,5,-4,4.4,4,12,-0.2,10,-6
Oc1ccc2cccnc2c1,5,-1,-22,0.0,-3,1,-0.1,-3,-5
Cc1ccc(Sc2ncccc2C(=O)NCc2cc([N+](=O)[O-])ccc2O)c(C)c1,-4,4,-1,-0.2,-1,-4,0.0,-9,1
CCOc1ccc(-n2c(-c3ccc(OC)cc3)c[n+]3c2CCCCC3)cc1,-7,.,2,2.3,-2,-5,0.0,7,-2
COCCn1c(C(C)C)nc2oc3ccccc3c(=O)c2c1=O,0,5,-3,-0.8,-4,-2,0.0,2,2
CN(C)c1nc(N)nc(CSc2nnnn2C)n1,-7,0,-2,0.6,-2,-5,-0.3,2,0
CCCCCC(=O)Nc1nnn(CCC)n1,8,77,-3,0.1,1,-5,-0.6,14,-3
COCCOC(=O)c1[nH]c2c(c1C)C(=O)CC(c1ccc(OC)c(OC)c1)C2 (stereo unspecified),10,-1,0,1.8,1,0,-0.1,-4,3
O=C(OCCC1Oc2cccnc2NC1=O)c1ccc(F)cc1 (stereo unspecified),7,-1,3,-1.9,0,-2,0.1,8,-2
CCCCn1c(N)c(N(CCOC)C(=O)c2cnccn2)c(=O)[nH]c1=O,4,0,-1,-0.1,-2,-2,0.2,5,5

# An unsorted share of the library; 2.9% or so of the library scored in one or more.
